# EPAC2 ag – activates human EPAC2 exchange factor | Potency, µM (top dose mostly 154 µM), inactives show at the top dose activation, actives largely listed as activators | AID 720711 | EPAC2 activation, biochemical qHTS; response scale: 100% = 6.5 mM cAMP response | Q8WZA2 | hit rate 0.079% among 360,000; note: potency is the fitted concentration of half-maximal effect; nearly all actives have a fitted effect of over 50% in size
# Target sequence (Q8WZA2 whole entry, looked up): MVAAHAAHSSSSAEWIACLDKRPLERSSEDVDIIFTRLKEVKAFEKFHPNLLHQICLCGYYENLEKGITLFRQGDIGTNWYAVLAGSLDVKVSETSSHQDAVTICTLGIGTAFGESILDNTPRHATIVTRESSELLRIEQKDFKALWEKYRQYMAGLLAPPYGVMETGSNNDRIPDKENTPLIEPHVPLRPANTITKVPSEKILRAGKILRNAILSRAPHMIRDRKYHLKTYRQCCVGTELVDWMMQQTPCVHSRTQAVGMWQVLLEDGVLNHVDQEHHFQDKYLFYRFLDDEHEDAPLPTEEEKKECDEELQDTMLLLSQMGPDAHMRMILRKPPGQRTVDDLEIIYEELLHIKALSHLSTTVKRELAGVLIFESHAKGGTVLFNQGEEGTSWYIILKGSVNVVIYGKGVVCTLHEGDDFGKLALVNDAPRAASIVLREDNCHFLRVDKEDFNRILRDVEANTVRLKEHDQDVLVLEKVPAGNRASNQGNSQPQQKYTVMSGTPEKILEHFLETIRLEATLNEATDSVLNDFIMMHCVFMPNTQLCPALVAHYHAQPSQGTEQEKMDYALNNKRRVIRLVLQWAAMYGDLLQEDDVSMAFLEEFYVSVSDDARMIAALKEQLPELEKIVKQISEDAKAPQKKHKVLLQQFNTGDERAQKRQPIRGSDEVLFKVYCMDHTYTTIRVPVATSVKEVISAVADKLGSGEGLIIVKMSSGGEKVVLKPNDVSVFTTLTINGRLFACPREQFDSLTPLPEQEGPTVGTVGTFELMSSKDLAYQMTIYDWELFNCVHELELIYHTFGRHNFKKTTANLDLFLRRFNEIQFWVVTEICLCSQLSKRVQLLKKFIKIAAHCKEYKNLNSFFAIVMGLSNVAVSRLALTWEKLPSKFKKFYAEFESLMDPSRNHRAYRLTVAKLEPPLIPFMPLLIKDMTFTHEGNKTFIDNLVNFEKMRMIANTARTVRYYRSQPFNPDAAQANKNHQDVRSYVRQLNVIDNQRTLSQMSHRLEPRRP
#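 EPAC2 (100 nM) mixed with Rap1B loaded with BODIPY-GDP (250 nM) plus 50 uM unlabeled GDP; compounds pinned in, 5 min RT, then read every 5 min for 30 min (ex 480, em 540 nm). Normalized to cAMP control.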
# ATXN viability – cell viability loss in ATXN counter-screen; Potency, µM (titrated, usually from 56.7 µM), hits mostly cytotoxic; AID 651635; S2 cells (HEK-293 line with an ATXN2-luciferase reporter) viability, CellTiter-Fluor protease fluorescence, 24 h; hit rate 0.49% among 400,000; note: potency is the fitted concentration of half-maximal effect; nearly all actives have a fitted effect of over 40% in size
# Nrf2 activator – activates Nrf2 signaling | hit rate 0.31% among 410,000 | AREc32 ARE-luciferase reporter (MCF7-derived line), luminescence, 24 h | AID 624171 | Potency, µM (series often up to 46.1 µM), for the others: at the highest dose activation, most hits filed as activators; note: potency is the fitted concentration of half-maximal effect; % of control where 0% means no effect; nearly all actives have a fitted effect of over 65% in size
#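 Each well held 1000 AREc32 cells, which were incubated with compound for 24 hr at 37 deg C after overnight attachment, and ARE reporter activity was quantified by firefly luciferase luminescence.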
# IL-2 act – activates IL-2 in a cell-based reporter assay; activation, % (series mostly up to about 46 µM); IL-2 activation reporter assay, cell-based qHTS; stimulated with anti-CD3/CD4/CD28 beads; in transgenic mouse T cells; AID 652025; hit rate 0.065% among 360,000; in the data active = activation above about 50%; inconclusive = mostly about 30% to 49%; note: 0% is about no effect
#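 Screening format: compound pinned onto unstimulated transgenic mouse T cells, 60 min incubation, then anti-CD3/anti-CD4/anti-CD28 bead stimulation for 18 hours at 37 degrees C, followed by EGFP and DsRed detection.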
# ATXN2 expr inh – ATXN2 expression inhibition; HEK-293 ATXN2-luciferase reporter, luminescence, 24 h; Potency, µM (top dose mostly 57 µM), without a hit: at the highest dose activity change, negative = inhibition, hits mostly inhibitors; hit rate 0.72% among 360,000; AID 1745845; note: potency is the fitted concentration of half-maximal effect; % is set by controls: 0 for no effect and ±100 for the full control effect; nearly all actives have a fitted effect of over 55% in size
#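 ATXN2-luciferase reporter cells (luciferase flanked by upstream and downstream ATXN2 gene portions) were treated 24 h at 37 °C with compounds at up to 57 uM. SteadyGlo luminescence gave expression; GF-AFC fluorescence gave viability.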
# A549 viability – counter-screen for Nrf2 inhibitors: cytotoxicity in A549 cells; AID 504648; A549 ARE-Fluc cells, CellTiter-Fluor viability, 18-24 h; Potency, µM (doses to about 46 µM), without a hit: at the highest dose activity change, negative = cytotoxicity, actives largely listed as inhibitors; hit rate 0.16% among 390,000; note: potency is the fitted concentration of half-maximal effect; % is set by controls: 0 for no effect and ±100 for the full control effect
#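 A549 ARE_Fluc cells in 5% FBS OPTI-MEM were exposed to compounds in concentration-response for 18-24 h at 37 deg C. Viability was read by CellTiter-Fluor fluorescence (Ex 405/Em 525) after 30 min, before the luciferase read.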
# TGFb SMAD3 inh – blocks TGF-b signaling. Potency, µM (series often up to 46.1 µM), for inactives: top-dose activity, negative = inhibition, usual class: inhibitors. hit rate 1.2% among 410,000. HepG2 CAGA-GFP TGF-b/SMAD3 reporter, GFP fluorescence, 18 h; TGF-beta stimulated, 500 pg/mL final; note: potency is the fitted concentration of half-maximal effect; % is set by controls: 0 for no effect and ±100 for the full control effect; nearly all actives have a fitted effect of over 65% in size
#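 HEPG2 CAGA-GFP reporter cells (1000/well, DMEM with 1% FBS) received compounds, then recombinant TGF-beta at 500 pg/mL final for 18 hours at 37 degrees C. Per-cell GFP summed per well was normalised to unstimulated and stimulated DMSO controls before curve fitting.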
# HepG2 viability – counter-screen for TGF-b inhibitors: cytotoxicity in HepG2 cells; hit rate 0.76% among 410,000; Potency, µM (doses to about 46.1 µM), for the others: at the highest dose activity change, negative = cytotoxicity, most hits filed as cytotoxic; AID 588856; HepG2 CAGA-GFP viability, ATP luminescence, 18 h; note: potency is the fitted concentration of half-maximal effect; some results filed as inactive show a strong effect at the top dose
#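 HepG2 CAGA-GFP cells (1000/well, DMEM with 1% FBS) received compound, then TGF-beta at 500 pg/mL final, and were incubated 18 hours at 37 degrees C. Viability was read by CellTiter-Glo luminescence. Media-only wells were set as complete cell-killing and DMSO as no toxicity.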
# Nrf2 inh – Nrf2 pathway inhibition; hit rate 2.1% among 360,000; AID 504444; Potency, µM (highest dose often 46 µM), for inactives: at the highest dose activity change, negative = inhibition, most hits filed as inhibitors; A549 ARE-Fluc reporter, luciferase luminescence, 18-24 h; note: potency is the fitted concentration of half-maximal effect; % is set by controls: 0 for no effect and ±100 for the full control effect; nearly all actives have a fitted effect of over 60% in size
#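 Reporter: ARE-Fluc in A549. Exposure: 18-24 h, 37 °C, 5% CO2, 5% FBS OPTI-MEM. Readouts: fluorescent cytotoxicity (CellTiter-Fluor), then luminescent Nrf2 signal after BugLite.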
# * = called active by the depositor; i = inactive; ? = inconclusive; · = no result given; & = joins results of further samples; [ ] = dose if it differs, or a comment. Unless noted, calls come from the whole dose curve; as a rule, active = well fitted curve in the direction sought with a large enough effect; inconclusive = small, poorly fitted or top-dose-only effect, or another doubt; inactive = no such curve, though single readings can be large; an effect the other way counts as inactive or inconclusive. Not a hit list; about 4.3% have a hit in one of these screens.
Compound | EPAC2 ag | ATXN viability | Nrf2 activator | IL-2 act | ATXN2 expr inh | A549 viability | TGFb SMAD3 inh | HepG2 viability | Nrf2 inh
COc1ccc(NC(=O)C(=O)NCC(c2ccco2)N2CCc3ccccc32)cc1 (stereo not given) | 8% | i | -0.6% | 8.0 | -12% | -7% | -18% | 0% | -5%
O=S(c1ccccc1)c1ccccc1 | 6% | i | 2.6% | -0.4 | -12% | 4% | 1% | 8% | -13%
Cc1noc(N)c1C(=O)Nc1ccccc1F | 3% | i | -1.2% | 15 | 8% | -2% | -1% | -2% | 19%
CN(C)CCNC(=O)Cn1ccc2cc(S(=O)(=O)N3CCCCCC3)ccc21 | 6% | i | 0.2%&0.5% | -1.0 | -9%&-11% | 7%&0% | -3%&-10% | -12%&-18% | 5%&-7%
CCOC(=O)C1CCN(S(=O)(=O)c2ccc3c(c2)CCCN3C(C)=O)CC1 | 0% | i | 0.4% | -3.6 | -5% | -3% | 17% | -15% | -8%
O=[N+]([O-])c1ccc(N2CCN(S(=O)(=O)c3ccccc3)CC2)cc1 | -5% | i | 2.0%[9.22 µM] | -1.6 | -15% | -12% | -21% | -17% | ?
O=C(NCc1ccco1)c1ccc([N+](=O)[O-])o1 | -4% | i | ? | -2.4 | 3% | -25% | 7% | 0% | ?
CC(C)(C)CN1CCN(Cc2cccnc2)CC1CCO (stereo not given) | 9% | i | 0.2% | -0.3 | -12% | 2% | 0% | 0% | -2%
Cc1cc(C)c2c(N)c(C(=O)c3ccc(Cl)cc3Cl)sc2n1 | -4% | i | -0.1% | -0.5 | -1% | 0% | -13% | -5% | 8%
COc1ccc(CCNC(=O)c2cc(-c3cc(Cl)ccc3O)n[nH]2)cc1OC | -4% | i | -0.3% | -3.9 | 1% | -10% | -20% | -46% | -16%
O=C(Oc1ccc(C(=S)N2CCOCC2)cc1)c1ccccc1 | 4% | i | 3.1% | 0.3 | -1% | 2% | -5% | -8% | 9%
Cc1ccc(/C=N/NC(=O)c2nnn(-c3nonc3N)c2CNc2ccccc2)cc1 | -5% | i | -0.6% | -2.6 | 2% | 0% | -2% | 1% | 7%
Cc1ccccc1CN1C(=O)C(O)(c2c[nH]c3ccccc23)c2cc(Cl)ccc21 (stereo not given) | · | i | -3.8% | · | -24% | -19% | 16µM* | 11µM* | ?
Clc1ccc(-c2ccc(SCc3ccccn3)nn2)cc1 | 8% | i | 0.4% | 1.0 | 28% | -9% | -18% | 1% | 4%
COc1ccc(CNC(=O)CCNS(=O)(=O)c2cccc3nsnc23)cc1 | 1% | ? | 0.2%&0.5% | -1.4 | -8%&5% | -4%&0% | 10%&-11% | 4%&5% | 5%
CN(C)S(=O)(=O)c1ccc(C(=O)Nc2ccc(-n3nncc3-c3ccccc3)cc2)cc1 | · | · | -0.2% | · | · | -16% | 3% | -9% | ·
O=C(O)C1CCCCC1C(=O)Nc1cccc(Cl)c1Cl (stereo not given) | -3% | i | 0.2% | -2.4 | -1% | 1% | -2% | 6% | 22%
COc1ccc(N(C(=O)CCl)C(C(=O)NCCc2ccccc2)c2cccs2)cc1Cl (stereo not given) | 2% | 1.4µM* | ? | -5.2 | 1.8µM* | ? | 7.9µM* | -102% | -25%
Cc1ccc(NC(=O)COC(=O)Cn2cnc3c2c(=O)n(C)c(=O)n3C)cc1 | -1% | i | -0.3% | -0.7 | -20% | 7% | 2% | -24% | ?
CCN1CCN(S(=O)(=O)c2ccc3ccccc3c2)CC1 | -4% | i | 0.2% | 3.2 | 3% | 3% | 0% | -10% | ·
CCC(=O)NCCCc1nc2ccccc2n1Cc1ccccc1F | 7% | · | 0.3% | 0.4 | -5% | 1% | -5% | -8% | -12%
Cc1cc(C)nc(/N=C(\N)N(Cc2ccccc2)Cc2ccccc2)n1 | 5% | i | 2.2% | -6.9 | -33% | -15% | ? | -28% | ?
COc1cccc(CCNC(=O)CC2C(=O)NCCN2CC(C)(C)C)c1 (stereo not given) | 0% | i | -0.8% | 0.7 | -10% | -1% | -2% | -4% | 4%
CCOc1ccc(-n2ccnc2SCC(=O)Nc2nc3ccc(C)cc3s2)cc1 | · | · | -0.3% | · | · | -3% | 2% | -4% | ·
CCN(CC)C(=O)C(=O)Nc1cccc(Br)c1 | 7% | i | 6.2% | -0.5 | · | 6% | 8% | 7% | ?
Cc1sc2ncnc(NCCCO)c2c1C | 4% | i | -0.3% | -0.1 | 3% | -1% | 0% | -8% | 8%
COc1ccc(CNC(=O)COC(=O)c2ccc3ccccc3n2)cc1 | -18% | i | -0.1% | 1.6 | 6% | -1% | 6% | 8% | -4%
CCOc1ccc(C(=S)N2CCOCC2)cc1OC | 0%[15.6 µM] | i | 0.0% | -0.2 | 6% | 7% | 4% | -2% | 13%
Cc1ccc(N(C(=O)c2ccc(S(=O)(=O)N(C)C)cc2)C2C=CS(=O)(=O)C2)cc1 (stereo not given) | 7% | i | -0.9% | -1.9 | · | -3% | -18% | -28% | -28%
Cc1ccc(-n2ncc3c(N4CCCCC4)ncnc32)cc1Cl | · | i | -0.6% | · | 15% | 17% | -2% | -7% | ·
CCOC(=O)C1(CCCc2ccccc2)CCN(S(C)(=O)=O)CC1 | -4% | i | -0.1% | -3.7 | -3% | 7% | 14% | -4% | -8%
CC(C)Oc1ccc(C(CCN)C2CCCCC2)cc1 (stereo not given) | 5% | · | -2.7% | -0.7 | ? | -13% | ? | 11µM* | ?
COC(=O)c1ccc2nc(-c3ccc(OC)c(OC)c3)c(Cc3ccc(OC)cc3C)n2c1 | 1% | i | 0.9% | 0.0 | -6% | · | ? | 3% | ·
CC(C)c1ccc(/C=C/c2[nH]c(=O)[nH]c(=O)c2[N+](=O)[O-])cc1 | 4% | i | ? | -0.2 | · | -16% | ? | 16µM* | ?
Cc1cc(C)cc(N2C(=O)CSC23C(=O)N(CC(=O)NCCc2ccccc2)c2ccccc23)c1 (stereo not given) | · | i | -0.4% | · | 3% | -11% | 38%[activator] | -3% | 14%
O=C(Cc1ccccc1)Nc1nnc(-c2ccco2)o1 | 21% | i | 9.3% | -0.5 | -17% | 4% | 8% | -2% | ?
COC(=O)c1ccc(CNC(=O)CCC(=O)N2CCOCC2)cc1 | 3% | i | -0.1% | 1.0 | 1% | 10% | -4% | -1% | 24%
COc1ccccc1NC(=O)Nc1ccc(C(N)=O)cc1 | -2% | i | 8.8% | 0.3 | · | -4% | 8% | 2% | -3%
O=C1CC(C(F)(F)C(F)(F)C(F)(F)F)=Nc2ccccc2N1 | -2% | i | 0.7% | -1.2 | -2% | -1% | -15% | -12% | 7%
CCCNC(=O)c1cc(S(=O)(=O)N2CCc3ccccc32)cn1C | -4% | i | 0.4% | -4.4 | -19% | -12% | ? | -35% | 12µM*
O=C(CCNC(=O)N1CC(=O)Nc2ccccc21)NCc1cccc(Cl)c1 | 4% | i | -0.7% | -1.8 | 10% | 1% | -3% | -2% | 12%
Cc1ccc(-n2nc(C)c3c(C)c(CCC(=O)NCc4ccco4)c(C)nc32)cc1 | 1% | i | 0.7% | -2.0 | -32% | 1% | -17% | -40% | -19%
Cc1csc(NC(=O)CSc2nnc(CCNC(=O)c3ccc(Cl)c(Cl)c3)n2C)n1 | 1% | i | 0.2% | -2.0 | -2% | -7% | -4% | 6% | -2%
O=C(OCC1CCCO1)c1ccc2c(c1)N(Cc1ccccc1Cl)C(=O)c1ccccc1S2(=O)=O (stereo not given) | · | i | 2.7% | · | 0% | 16% | -10% | 0% | 14%
O=C(CCc1nc2ccccc2c(=O)[nH]1)OCc1nnc(-c2ccccc2)o1 | -10% | i | 3.1% | 0.9 | 9% | 5% | 44%[activator] | 7% | ·
CC1(C)N([O-])C(c2ccccc2)=C[N+](=O)C1(C)C | 10% | i | -0.2% | 0.8 | -1% | -8% | 6% | -17% | -19%
CCOC(=O)Cn1c(=O)n(CC2CCCO2)c2nc(-c3ccc(OC)cc3OC)nc(C(N)=O)c21 (stereo not given) | · | i | -1.2% | · | -3% | -8% | 12% | -5% | ·
CSCc1ccc(C(=O)NCc2ccc(C)cc2)cc1 | -5% | i | 0.6% | -3.2 | 35% | -1% | -19% | 8% | 23%
CCc1nnc(NC(=O)c2ccc(-c3cccc(C(F)(F)F)c3)o2)s1 | -13% | ? | -0.7% | -0.6 | -3% | -1% | 0% | 1% | ?
N/C(=N\NS(=O)(=O)c1ccccc1C(F)(F)F)c1ccccn1 | 11% | i | -0.1% | -0.1 | · | 3% | 2% | 9% | 7%
Cn1cnnc1SCC(=O)Nc1ccc(Br)cc1F | 0% | i | -0.2% | -0.5 | -2% | 16% | -16% | -1% | -21%
Cn1ccnc1SCC(=O)c1c(N)n(C)c(=O)n(C)c1=O | 2% | i | -0.7% | -0.3 | -3% | -2% | -4% | 0% | 14%
O=c1[nH]c2ccccc2cc1-c1noc(-c2cccnc2)n1 | 6% | i | 2.2% | 0.1 | 11% | 2% | 6% | 2% | 4%
CCN1C(=O)C(C)S/C1=N\S(=O)(=O)c1ccc(F)cc1 (stereo not given) | -3% | i | 0.2% | -1.7 | 0% | -2% | 4% | -2% | -5%
Clc1ccc(OCCN2CCOCC2)cc1 | 18% | i | 0.2% | 1.7 | 6% | -2% | -13% | -13% | 13%

# No new results follow: entries from further up.
Compound | EPAC2 ag | ATXN viability | Nrf2 activator | IL-2 act | ATXN2 expr inh | A549 viability | TGFb SMAD3 inh | HepG2 viability | Nrf2 inh
CCN1C(=O)C(C)S/C1=N\S(=O)(=O)c1ccc(F)cc1 (stereo not given) | -3% | i | 0.2% | -1.7 | 0% | -2% | 4% | -2% | -5%
Clc1ccc(OCCN2CCOCC2)cc1 | 18% | i | 0.2% | 1.7 | 6% | -2% | -13% | -13% | 13%

# High-throughput results deposited in PubChem by National Center for Advancing Translational Sciences (NCATS).
